KCNH2 3.1 block = KCNH2 3.1 (human) potassium channel inhibition; U2OS KCNH2 3.1, thallium flux FluxOr; hits give low values; activity change, % (tested at about 1.8 µM); 0.95% of 340,000 active; AID 720553;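 active = maximum activity change below -70%; inconclusive = maximum activity change from -70% to -50%; inactive = maximum activity change above -50%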;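 also: thallium influx rate constant from kinetic fluorescence after stimulation buffer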
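Channel expression came from 3.1 mutant virus (1.77 x 10^8 /mL) applied to suspended U2OS cells for 4 h. Flux was tracked with FluxOr dye plus Red40 quencher, and kinetic rate constants normalized to controls.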
BCR signal inh = blocks chronic active B-cell receptor signaling | ABC-DLBCL IkBa-CBG/CBR reporter, luminescence ratio, 4 h | Potency, µM (series often up to 46.1 µM), for the others: top-dose ratio change, negative = lower green/red ratio, usual class: inhibitors | 0.05% of 340,000 active | AID 493014; active = well fitted inhibition curve with a large enough effect in the signal ratio, with a control signal flat, not every such curve was filed as active; inconclusive = small, poorly fitted or top-dose-only effect, or effect the other way, or a change in a side signal; the % refers to the signal ratio;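 also: potency is read from the fitted curve at half-maximal effect; plate controls were basal doxycycline-induced cells for no effect and cells given 10 µM MG132 for full effect; MG132 reads +100%, hits lower the ratio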
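Compounds up to 46 uM were incubated four hours with TMD8 cells whose green CBG68 luciferase is fused to IkappaBalpha; red CBR luminescence normalised the signal, and concentration-effect curves were fitted to fusion, red and ratio data.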
GALK inh = galactokinase (human) inhibition; 0.007% of 270,000 active; Purified GALK, Kinase-Glo residual ATP luminescence; AID 1868; Potency, µM (highest dose often 57.5 µM), inactives show at the highest dose activity change, negative = inhibition, most hits filed as inhibitors; P51570; also: potency is read from the fitted curve at half-maximal effect
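5 nM enzyme, 35 uM ATP, 100 uM galactose, 20 mM HEPES pH8.0, 5 mM MgCl2; 1 h RT; residual ATP by Kinase-Glo Plus luminescence, qHTS format.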
PKM2 activator = activators of human pyruvate kinase M2; purified PKM2, Kinase-Glo ATP luminescence, activation; response scale: 0% is enzyme alone, no compound; AID 1631; 0.34% of 260,000 active; Potency, µM (series often up to 57.5 µM), inactives show at the highest dose activation, hits mostly activators; also: potency is read from the fitted curve at half-maximal effect; nearly all actives have a fitted effect of over 55% in size
Target sequence (P14618 whole entry, looked up): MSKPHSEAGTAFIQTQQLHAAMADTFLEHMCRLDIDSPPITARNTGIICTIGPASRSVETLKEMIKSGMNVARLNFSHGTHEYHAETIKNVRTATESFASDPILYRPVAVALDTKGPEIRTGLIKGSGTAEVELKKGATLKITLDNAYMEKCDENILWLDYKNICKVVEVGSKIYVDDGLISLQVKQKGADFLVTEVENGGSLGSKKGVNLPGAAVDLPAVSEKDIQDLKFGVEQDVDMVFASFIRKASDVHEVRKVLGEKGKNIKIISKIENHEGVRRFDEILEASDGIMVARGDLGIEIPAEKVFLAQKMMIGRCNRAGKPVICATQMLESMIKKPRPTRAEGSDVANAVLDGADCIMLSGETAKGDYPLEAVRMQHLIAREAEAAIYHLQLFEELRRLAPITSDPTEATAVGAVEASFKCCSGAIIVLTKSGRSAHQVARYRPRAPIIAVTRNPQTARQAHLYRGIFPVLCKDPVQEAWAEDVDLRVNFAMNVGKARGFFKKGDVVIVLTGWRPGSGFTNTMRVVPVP
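Purified hPK-M2 (>95% pure) converted ADP (0.1 mM final) to ATP with 0.5 mM PEP in 50 mM imidazole pH7.2, KCl, MgCl2, Tween 20, BSA; 1 h at room temperature. ATP detected by Kinase-Glo luminescence.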
USP2a inh = USP2a (human) protease inhibition. O75604. 0.01% of 330,000 active. USP2 core, Ub-CHOP2 coupled fluorogenic reporter, 485/531. Potency, µM (doses to about 38.3 µM), for the others: at the top dose activity change, negative = inhibition, most hits filed as inhibitors;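 also: potency is read from the fitted curve at half-maximal effect; plate controls were DMSO wells for no effect and full inhibition by NEM control for full effect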
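Cell-free coupled assay: 10nM USP2 core preincubated 30min RT with compound in Tris-HCl pH 8.0/CaCl2/CHAPS buffer, then 25nM Ub-CHOP2 and 25nM reporter substrate; fluorescence (Ex 485/Em 531) read after 60min RT, normalized to NEM inhibition, concentration-response curves fitted.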
Coupling enz = coupling enzyme interference in Giardia aldolase counter-screen; 0.67% of 290,000 active; activity change, negative = inhibition, % at 58.2 µM, hits read low; coupling enzyme system counterscreen, AmpLite Red fluorescence; AID 2472; in the data active = activity change below about -30%
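Compounds tested against the coupling enzymes alone at 57.5 uM final; readout was AmpLite Red fluorescence (525/598 nm) after 20 min at RT.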
Eya2 inh = Eya2 (human) phosphatase inhibition; O00167; recombinant Eya2, OMFP fluorescence dephosphorylation (OMFP is methylfluorescein phosphate); Potency, µM (doses to about 76.9 µM), inactives show at the top dose activity, negative = inhibition, hits mostly inhibitors; 0.006% of 330,000 active; also: potency is read from the fitted curve at half-maximal effect
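Eya2 protein (added as 0.2 uM solution) was preincubated with compound for 10 min at ambient temperature in 50 mM HEPES pH 7.5, 50 mM NaCl, 5 uM MgCl2, 0.05% BSA, 1 mM DTT. OMFP (added at 50 uM) then reacted 10 min; fluorescence read at 485/525 nm.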
B2AR arrestin = recruits beta-arrestin to the human beta2-adrenergic receptor | P07550 | beta-arrestin recruitment to beta2AR, cell-based reporter | Potency, µM (top dose mostly 46.1 µM), without a hit: at the highest dose activation, hits mostly activators | 0.02% of 330,000 active | AID 492947;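 also: potency is read from the fitted curve at half-maximal effect; 0% = DMSO controls and full agonism = EC100 isoproterenol or metaproterenol; nearly all actives have a fitted effect of over 65% in size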
Target sequence (P07550 whole entry, looked up): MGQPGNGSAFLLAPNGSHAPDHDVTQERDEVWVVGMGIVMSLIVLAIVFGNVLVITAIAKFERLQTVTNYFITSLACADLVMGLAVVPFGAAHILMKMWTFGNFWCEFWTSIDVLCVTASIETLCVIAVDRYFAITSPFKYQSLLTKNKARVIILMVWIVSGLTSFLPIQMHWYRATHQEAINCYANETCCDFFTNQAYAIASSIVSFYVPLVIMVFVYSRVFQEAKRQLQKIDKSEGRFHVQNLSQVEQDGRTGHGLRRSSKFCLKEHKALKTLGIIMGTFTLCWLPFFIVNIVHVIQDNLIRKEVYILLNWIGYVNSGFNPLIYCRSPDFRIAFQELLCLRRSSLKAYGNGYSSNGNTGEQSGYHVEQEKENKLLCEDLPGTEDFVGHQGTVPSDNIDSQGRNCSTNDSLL
hERG WT inh = blocks the wildtype human KCNH2 potassium channel; activity change, % at 1.84 µM; Q12809; U2OS, BacMam KCNH2, thallium flux FluxOr; hits give low values; 0.37% of 340,000 active;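 active = maximum activity change below -70%; inconclusive = maximum activity change between -70% and -50%; inactive = maximum activity change above -50%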
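U2OS cells were transduced with wild-type KCNH2 virus (2.03 x 10^8 / mL) for 4 h at room temperature, then cultured overnight at 37 C. Thallium flux was read with FluxOr dye. Rate constants were normalized to DMSO controls.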
Giardia kill = Giardia lamblia killing; Giardia lamblia trophozoite viability; AID 540267; 0.15% of 340,000 active; activity change, % at 7.66 µM, hits read low; in the data active = activity change below about -80%; inconclusive = between about -30% and that limit;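 also: parasites exposed to compound for two days anaerobically before the ATP read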
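Trophozoites 100 cells/well + cpd; 48 hrs, 37 deg C, anaerobic. ATPLite 1-Step added, 15-30 min RT, luminescence read (ATP-based viability).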
uPA surface inh = inhibitors of cell surface uPA generation. AID 540303. 0.31% of 330,000 active. cell surface uPA generation assay, qHTS. Potency, µM (doses to about 38.3 µM), without a hit: top-dose activity change, negative = inhibition, hits mostly inhibitors; active = well fitted inhibition curve with a large enough effect; inconclusive = small, poorly fitted or top-dose-only effect; inactive = no such curve, though single readings can be large or run the other way; tested in mouse RAW 264.7 cells; also: potency is read from the fitted curve at half-maximal effect; nearly all actives have a fitted effect of over 55% in size
The depositor's hits bear a star; u = inconclusive; x = no result given. Unless noted, calls follow the shape of the dose curve; as a rule, active = well fitted curve in the direction sought with a large enough effect; inconclusive = small, poorly fitted or top-dose-only effect, or another doubt; inactive = no such curve, though single readings can be large; an effect the other way counts as inactive or inconclusive. Unless noted, % is scaled to controls: 0 for no effect and ±100 for the full control effect. Rows are unselected. Share with any hit: about 2.4%.

SMILES	KCNH2 3.1 block	BCR signal inh	GALK inh	PKM2 activator	USP2a inh	Coupling enz	Eya2 inh	B2AR arrestin	hERG WT inh	Giardia kill	uPA surface inh
COc1ccc(C(NC(=O)/C=C/c2ccco2)c2ccc(OC)c(OC)c2)cc1OC	x	u	1%	u	3%	9	0%	u	-2	-10	0%
C=CCN(Cc1cccs1)C(=O)COc1ccc2c(c1)OCO2	12	1%	x	x	3%	x	-3%	0.5%	-8	19	0%
c1coc(Cn2nnnc2CN2CCN(C3CCCC3)CC2)c1	10	-5%	3%	14%	-1%	-1	7%	0.0%	4	8	-1%
CC(=O)c1cccc(NC(=O)Nc2c(C)nn(C)c2C)c1	1	u	0%	-2%	0%	-1	14%	0.3%	-1	3	-2%
COc1cccc(NC(=O)Cc2c(C(=O)O)[nH]c3ccccc23)c1	-5	u	-1%	1%	1%	14	-2%	-0.5%	-13	-12	10%
CCOc1ccccc1C(=O)OCC(=O)Nc1cc(S(=O)(=O)N2CCOCC2)ccc1C	-5	-6%	x	x	0%	x	7%	-1.0%	-5	3	8%
Cc1nc2sccn2c(=O)c1S(=O)(=O)Nc1ccc(N2CCN(C(=O)C(C)C)CC2)cc1	22	-6%	0%	-2%	1%	3	1%	0.2%	-4	3	0%
CCN(CC)S(=O)(=O)c1ccc(Cl)c(NC(=O)COC(=O)/C=C/c2ccc(O)c(OC)c2)c1	-2	-13%	-2%	-2%	-8%	0	-1%	-0.1%	4	6	u
C/C(CC1CC(COCC(C)C)OC1=O)=N\Nc1nc(-c2ccccc2)cs1 (stereo unspecified)	12	u	0%	-24%	1%	0	2%	-0.1%	48	-8	3%
CC1=C(C#N)C(Nc2ccc(C)cn2)(C(F)(F)F)C(=O)N1 (stereo unspecified)	-22	0%	-1%	0%	3%	-3	15%	0.1%	0	-21	4%
N#CC1=C2SC=C(c3ccc(Br)cc3)N2CCCC1=O	11	u	11%	-3%	-12%	0	-9%	-0.1%	-8	9	-10%
COC(=O)C1C(C(=O)OC)C1(c1ccccc1)c1ccccc1 (stereo unspecified)	-19	u	-2%	-4%	3%	0	2%	-0.3%	2	24	-4%
O=C(CN1CCOCC1)NCCNS(=O)(=O)c1ccccc1	1	u	-7%	0%	-1%	3	-12%	0.0%	-4	10	13%
CCOc1cccc(OCCCCn2ccnc2)c1	11	4%	3%	11%	-7%	0	10%	-0.2%	-11	-10	4%
C=C(C)COc1ccc(-c2ncncc2-c2ccc(OC)cc2)c(O)c1	-9	-6%	x	x	3%	3	-2%	-1.0%	-1	0	3%
CCOC(=O)c1c(C)[nH]c(C(=O)OCC(=O)N(C)C2CCS(=O)(=O)C2)c1C (stereo unspecified)	2	u	1%	-1%	6%	5	-17%	-0.2%	25	-1	-1%
CCOC(=O)N1CCN(C(=O)C2CCN(C(=O)c3ccc(C(C)(C)C)cc3)CC2)CC1	18	0%	0%	x	-1%	1	1%	-0.9%	-3	5	-5%
O=S(=O)(c1ccccc1)N1CCN=C1SCc1ccc(Cl)c(Cl)c1	12	2%	-4%	-1%	2%	-5	3%	-0.9%	11	17	-12%
COc1ccc(NC(=O)c2cc(F)c(F)cc2Cl)cc1Cl	0	-2%	-3%	-4%	3%	-1	1%	0.2%	-9	7	-2%
CCOc1cccc2sc(N(CCCN(C)C)C(=O)c3ccc(S(=O)(=O)N(C)CC4CCCO4)cc3)nc12 (stereo unspecified)	x	-6%	1%	x	2%	x	-14%	0.3%	13	2	-4%

In a second layout: results already given.
Second line of a record – KCNH2 3.1 block | BCR signal inh | GALK inh | PKM2 activator | USP2a inh | Coupling enz | Eya2 inh | B2AR arrestin | hERG WT inh | Giardia kill | uPA surface inh
C/C(CC1CC(COCC(C)C)OC1=O)=N\Nc1nc(-c2ccccc2)cs1 (stereo unspecified)
  12 | u | 0% | -24% | 1% | 0 | 2% | -0.1% | 48 | -8 | 3%
CC1=C(C#N)C(Nc2ccc(C)cn2)(C(F)(F)F)C(=O)N1 (stereo unspecified)
  -22 | 0% | -1% | 0% | 3% | -3 | 15% | 0.1% | 0 | -21 | 4%
N#CC1=C2SC=C(c3ccc(Br)cc3)N2CCCC1=O
  11 | u | 11% | -3% | -12% | 0 | -9% | -0.1% | -8 | 9 | -10%
COC(=O)C1C(C(=O)OC)C1(c1ccccc1)c1ccccc1 (stereo unspecified)
  -19 | u | -2% | -4% | 3% | 0 | 2% | -0.3% | 2 | 24 | -4%
O=C(CN1CCOCC1)NCCNS(=O)(=O)c1ccccc1
  1 | u | -7% | 0% | -1% | 3 | -12% | 0.0% | -4 | 10 | 13%
CCOc1cccc(OCCCCn2ccnc2)c1
  11 | 4% | 3% | 11% | -7% | 0 | 10% | -0.2% | -11 | -10 | 4%
C=C(C)COc1ccc(-c2ncncc2-c2ccc(OC)cc2)c(O)c1
  -9 | -6% | x | x | 3% | 3 | -2% | -1.0% | -1 | 0 | 3%
CCOC(=O)c1c(C)[nH]c(C(=O)OCC(=O)N(C)C2CCS(=O)(=O)C2)c1C (stereo unspecified)
  2 | u | 1% | -1% | 6% | 5 | -17% | -0.2% | 25 | -1 | -1%
CCOC(=O)N1CCN(C(=O)C2CCN(C(=O)c3ccc(C(C)(C)C)cc3)CC2)CC1
  18 | 0% | 0% | x | -1% | 1 | 1% | -0.9% | -3 | 5 | -5%

Next section.
SMILES	KCNH2 3.1 block	BCR signal inh	GALK inh	PKM2 activator	USP2a inh	Coupling enz	Eya2 inh	B2AR arrestin	hERG WT inh	Giardia kill	uPA surface inh
Cc1ccc(CNC(=O)CC2Nc3c4ccccc4nc(=S)n3C2=O)cc1 (stereo unspecified)	x	6%	0%	0%	9%	2	3%	0.3%	x	x	x
COc1ccccc1CNC(=O)C(NC(=O)Nc1ccccc1)C(C)C (stereo unspecified)	8	-9%	4%	x	-2%	1	-1%	-0.2%	3	u	-9%
COc1ccc(N(C(=O)CNC(=O)c2cccs2)C(C(=O)NCC2CCCO2)c2ccc(OC)c(OC)c2)cc1 (stereo unspecified)	30	0%	-1%	1%	-8%	-1	-7%	0.0%	2	4	1%
CCOC(=O)c1cn2nc(Oc3ccc(OC)cc3)ccc2n1	14	-8%	-1%	1%	-3%	-1	-20%	-0.4%	2	-5	13%
COC(=O)c1sc(NC(=O)/C=C/c2ccc(C)o2)nc1C	-4	u	1%	18%	2%	-6	0%	-0.6%	3	0	-2%
CN1C(=O)c2ccc(C(=O)NCc3ccccc3)cc2C1=O	1	4%	-3%	-23%	1%	2	0%	-0.2%	-6	-7	-2%
Cn1ccc(C(=O)OCC(=O)Nc2ccccc2Cl)n1	-19	-21%	-3%	1%	2%	3	-11%	0.1%	8	-2	-13%
NC(=O)C1CCN(C(=O)c2cc(-c3ccc(Cl)cc3)nc3ccccc23)CC1	-6	-9%	x	x	2%	x	6%	-0.2%	-6	-4	2%
CCC1C(=O)N=C(SCC(=O)Nc2ccc(C(=O)OC)cc2)NC1=O (stereo unspecified)	-26	1%	0%	-1%	1%	6	8%	3.3%	-10	-1	-1%
Cc1csc(NC(=O)CSc2nnc(-c3cccnc3)o2)n1	1	u	-5%	-2%	1%	x	1%	-0.6%	0	9	-4%
Cc1ccc(Sc2c(C#N)c(-c3ccccc3)nn2C)cc1	-9	-1%	2%	-5%	1%	6	4%	0.1%	-11	-6	-28%
Cc1ccc(N(O)C(=O)NCCCCNC(=O)N(O)c2ccc(C)cc2)cc1	6	-4%	x	x	-2%	-3	8%	4.3%	-6	0	3%
Oc1ccc(Cl)cc1-c1cc(-c2ccccc2Cl)[nH]n1	-11	u	-5%	5%	5%	0	4%	-0.2%	-16	-4	-6%
c1ccc(Oc2ccc(-c3ccnc4nc(N5CCOCC5)nn34)cc2)cc1	-118*	0%	-2%	-10%	1%	0	-3%	0.4%	-10	0	-6%
OCCN(CCCn1c(C(F)(F)F)nc2ccccc21)c1nc(CN2CCCCC2)cs1	-5	-1%	x	2%	2%	-3	1%	-0.7%	1	-1	-3%
O=C(NNC(=S)NCc1ccccc1)c1ccccc1OC(F)F	-3	-9%	2%	-7%	-1%	1	5%	-0.2%	6	-8	3%
CC12CC3(C)CC(C)(C1)CC(C(=O)NC(=S)N1CCOCC1)(C2)C3	1	-1%	x	-2%	0%	-4	-8%	-0.4%	2	-5	4%
CCOc1ccc(/C=N/NC(=O)c2cc3c(OC)cccc3[nH]2)cc1	-4	u	x	x	4%	1	-13%	-0.9%	3	0	-6%
CC(C)c1cc(CNC(=O)C2CCC(=O)N(Cc3ccccc3F)C2)on1 (stereo unspecified)	-21	-2%	-4%	0%	-1%	x	2%	-0.3%	2	9	-3%
CC1(C)CC(NC(=O)c2cc(S(=O)(=O)N3CCOCC3)ccc2Cl)CC(C)(C)N1	-2	5%	x	x	3%	x	4%	0.0%	-7	u	13%

Source: PubChem
